RECQ1 inh = blocks DNA unwinding by human RECQ1 | 240,000 tested, 0.54% active | RECQ1 DNA unwinding, red fluorescence kinetic read | Potency, µM (highest dose often 57.3 µM), for the others: at the highest dose activity, negative = inhibition, actives largely listed as inhibitors | P46063;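 further: plate controls were vehicle for no effect and no enzyme for full effect; nearly all actives have a fitted effect of over 30% in size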
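RECQ1T1 50 nM; forked duplex (20 bp + 30-nt ss tails) 200 nM, ATP 2 mM final; pH 8.0, 2 mM MgCl2, 2.5 ug/ml poly(dI-dC); 15 min compound preincubation; discontinuous kinetic read over 2 h at RT.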
TexasRed fluor = alters Texas Red total fluorescence, flagging assay interference. Potency, µM (titrated, usually from 106 µM), inactives show at the top dose fluorescence change, negative = quenching. AID 1479. 280,000 tested, 0.29% active. TRb/SRC2 Texas Red total fluorescence interference; active means well fitted curve in either direction with a large enough effect; inconclusive means small, poorly fitted or top-dose-only effect
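Flags fluorescent or light-absorbing compounds by total fluorescence, S + 2P, at 555 nm excitation and 632 nm emission. Mixture: 20 nM Texas Red SRC2 peptide, 0.6 uM human TRb LBD, 1 uM T3, 5% DMSO; compound exposure 5 h at ambient temperature.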
L3MBTL1 block = L3MBTL1 (human) inhibition. 230,000 tested, 0.66% active. AID 485360. Q9Y468. Potency, µM (doses to about 57.1 µM), without a hit: at the highest dose activity, negative = inhibition, most hits filed as inhibitors. AlphaScreen L3MBTL1–H3K9me1 peptide binding; further: nearly all actives have a fitted effect of over 60% in size
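AlphaScreen proximity signal between nickel-chelate acceptor and streptavidin donor beads (final 10 ug/mL) reports binding of 50 nM L3MBTL1 to 75 nM biotin-H3 K9me1 peptide; complex incubated with compounds 30 min at room temperature; cefsulodin titration as control.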
TRb SRC2 PPI = TRbeta-SRC2 interaction inhibition | P10828 | TRbeta-SRC2 peptide binding, fluorescence polarization; receptor liganded with 1 µM T3 | Potency, µM (doses to about 106 µM), for inactives: at the highest dose activity change, negative = inhibition, usual class: inhibitors | 280,000 tested, 0.065% active | AID 1469;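 further: plate controls were bound peptide for no effect and peptide without receptor for full effect; nearly all actives have a fitted effect of over 50% in size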
Target sequence (P10828 whole entry, looked up): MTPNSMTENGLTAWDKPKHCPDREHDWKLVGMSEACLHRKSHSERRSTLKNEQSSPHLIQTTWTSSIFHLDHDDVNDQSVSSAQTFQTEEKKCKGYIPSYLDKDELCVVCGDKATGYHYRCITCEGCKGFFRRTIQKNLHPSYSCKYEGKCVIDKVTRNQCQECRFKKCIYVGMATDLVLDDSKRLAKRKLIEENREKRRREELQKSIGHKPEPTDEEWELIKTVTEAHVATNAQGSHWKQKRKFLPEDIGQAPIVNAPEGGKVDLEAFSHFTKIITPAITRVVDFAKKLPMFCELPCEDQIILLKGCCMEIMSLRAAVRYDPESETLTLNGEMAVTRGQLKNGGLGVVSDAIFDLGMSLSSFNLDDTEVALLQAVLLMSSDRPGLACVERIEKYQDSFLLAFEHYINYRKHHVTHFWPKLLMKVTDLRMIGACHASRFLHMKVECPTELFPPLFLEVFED
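A fluorescence polarization screen tested compounds at multiple concentrations against complex formation between 0.6 uM TRb ligand-binding domain and 20 nM Texas Red SRC2 peptide, with 1 uM T3 present; readout after 5 hr.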
Tau fibril ThT = tau fibrillization inhibition (ThT binding) | P10636 | recombinant tau K18 P301L (four-repeat tau fragment), heparin-induced fibrillization, ThT fluorescence | Potency, µM (highest dose often 57.4 µM), inactives show top-dose activity, negative = inhibition, actives largely listed as inhibitors | 270,000 tested, 2.1% active; further: nearly all actives have a fitted effect of over 55% in size
Target sequence (P10636 561-689 P618L limits assumed): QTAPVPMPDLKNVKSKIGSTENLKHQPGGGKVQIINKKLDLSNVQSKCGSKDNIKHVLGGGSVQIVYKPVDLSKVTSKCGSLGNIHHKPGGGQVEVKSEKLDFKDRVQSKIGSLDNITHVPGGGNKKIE
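Heparin-induced (20 uM) aggregation of recombinant human K18 P301L tau, 15 uM unlabeled with 0.24 uM labeled, pH 7 acetate buffer, 6 hr at 37 C with compound. Fibrils quantified by 30 uM ThT fluorescence after 1 hr ambient incubation.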
Tau FP inhib = inhibitors of human tau fibril formation. P10636. K18 P301L tau heparin fibrillization, Alexa594 FP, 6 h. Potency, µM (top dose mostly 57.7 µM), inactives show at the highest dose activity, negative = inhibition, most hits filed as inhibitors. 280,000 tested, 0.39% active. AID 1468; further: nearly all actives have a fitted effect of over 55% in size
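K18 P301L tau (15 uM unlabeled/0.24 uM Alexa 594-labeled, final) + compound + heparin 20 uM final; 100 mM NaOAc pH 7; 6 hr 37 C; ThT 30 uM final added, 1 hr RT; FP ex 555/em 632 nm.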
JMJD2E inh = inhibitors of human JMJD2E histone demethylase; Potency, µM (series often up to 57.1 µM), for inactives: top-dose activity change, negative = inhibition, hits mostly inhibitors; JMJD2E catalytic domain, FDH-coupled NADH fluorescence (FDH is formaldehyde dehydrogenase); B2RXH2; AID 2147; 230,000 tested, 1.6% active; active means well fitted inhibition curve with a large enough effect, not every such curve was filed as active; inconclusive means small, poorly fitted or top-dose-only effect, or another doubt; inactive means no such curve, though single readings can be large or run the other way;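 further: 0% = wells with enzyme and -100% = buffer wells without enzyme; nearly all actives have a fitted effect of over 50% in size; many of its hits are not listed in these tables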
GoLoco inh red = inhibitors of human Gai1-RGS12 GoLoco interaction (red fluorophore) | 230,000 tested, 0.44% active | Potency, µM (top dose mostly 61.6 µM), for inactives: at the highest dose activity, negative = inhibition, actives largely listed as inhibitors | Gai1:RGS12 GoLoco peptide FP, rhodamine, 10 min; active means well fitted inhibition curve with a large enough effect, not every such curve was filed as active; inactive means no such curve, though single readings can be large or run the other way; further: nearly all actives have a fitted effect of over 30% in size; many of its hits are not listed in these tables
Target sequence (P63096 whole entry, looked up): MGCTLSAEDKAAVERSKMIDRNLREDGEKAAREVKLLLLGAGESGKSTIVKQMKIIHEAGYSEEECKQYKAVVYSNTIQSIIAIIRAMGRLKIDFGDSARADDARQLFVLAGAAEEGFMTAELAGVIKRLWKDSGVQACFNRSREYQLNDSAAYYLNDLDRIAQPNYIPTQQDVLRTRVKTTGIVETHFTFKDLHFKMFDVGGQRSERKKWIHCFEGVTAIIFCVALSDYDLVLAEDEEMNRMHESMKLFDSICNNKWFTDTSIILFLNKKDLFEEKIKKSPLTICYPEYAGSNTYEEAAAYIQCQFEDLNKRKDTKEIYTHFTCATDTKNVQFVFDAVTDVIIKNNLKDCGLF
* marks the source's active call; other numbers are inactive results; [ ] = another dose, or the depositor's remark. Unless noted, the call rests on the fitted dose curve; in most records, active means well fitted curve in the direction sought with a large enough effect; inconclusive means small, poorly fitted or top-dose-only effect, or another doubt; inactive means no such curve, though single readings can be large; an effect the other way counts as inactive or inconclusive. Unless noted, on the % scale 0 is the no-effect control and ±100 the full control effect; potency means the concentration at half of the fitted maximal effect. Some of the compounds tested; rates above refer to the full screens.

What do the screens show for `CCOC(=O)c1ccc(CNC(=O)c2n[nH]c(=O)c3ccccc23)o1`?
RECQ1 inh: -1%; TexasRed fluor: -2%; TRb SRC2 PPI: -18%; Tau fibril ThT: -15%; Tau FP inhib: 4%; JMJD2E inh: 0%; GoLoco inh red: 7%

What do the screens show for `O=C(CO/N=C/c1ccccc1O)NNC(=O)c1ccccc1Cl`?
RECQ1 inh: inactive; TexasRed fluor: 1%; L3MBTL1 block: 22%; TRb SRC2 PPI: 0%; Tau fibril ThT: 0%; Tau FP inhib: 2%; JMJD2E inh: -13%; GoLoco inh red: 4%

What do the screens show for `CC1CN(C(=O)Nc2ccc(C(=O)NCCc3ccc(Cl)cc3)cc2)c2ccccc2S1` (stereo unspecified)?
TexasRed fluor: -2%; TRb SRC2 PPI: 8%; Tau fibril ThT: -1%; Tau FP inhib: -9%

Results for NC1=NC(=O)C(Cc2cccc(Cl)c2Cl)S1 (stereo unspecified) ?
RECQ1 inh: inconclusive; TexasRed fluor: 2%; L3MBTL1 block: 6%; TRb SRC2 PPI: 6%; Tau fibril ThT: -4%; Tau FP inhib: -1%; JMJD2E inh: -5%; GoLoco inh red: -1%

How did Cc1ccc(NC(=O)Cc2nnc(SCC(=O)c3ccc(Br)cc3)n2C)cc1 do in these assays?
RECQ1 inh: -8%; TexasRed fluor: -1%; TRb SRC2 PPI: -4%; Tau fibril ThT: -5%; Tau FP inhib: -2%; JMJD2E inh: 0%; GoLoco inh red: 16%

Results for COc1cccc(C(=O)NC2=NCCS2)c1 ?
RECQ1 inh: -1%; TexasRed fluor: -5%; L3MBTL1 block: -5%; TRb SRC2 PPI: -4%; Tau fibril ThT: -8%; Tau FP inhib: 3%; JMJD2E inh: -15%; GoLoco inh red: -2%

What do the screens show for `Cn1cc(Br)c(C(=O)NC(=S)Nc2ccc(S(N)(=O)=O)cc2)n1`?
RECQ1 inh: inactive; TexasRed fluor: 0%; L3MBTL1 block: 7%; TRb SRC2 PPI: -3%; Tau fibril ThT: 3%; Tau FP inhib: 2%; JMJD2E inh: 1%; GoLoco inh red: 5%

How did CC(=O)Nc1cc(C(=O)NCc2ccccc2Cl)ccc1Sc1ccc(F)cc1 do in these assays?
TexasRed fluor: 0%; TRb SRC2 PPI: -2%; Tau fibril ThT: 0%; Tau FP inhib: 4%

How did CC(C)OC(=O)Nc1ccc(Oc2c(F)c(F)c(F)c(F)c2F)cc1 do in these assays?
RECQ1 inh: -15%; TexasRed fluor: -1%; L3MBTL1 block: -1%; TRb SRC2 PPI: 0%; Tau fibril ThT: 5%; Tau FP inhib: 1%; JMJD2E inh: -3%; GoLoco inh red: 3%

What do the screens show for `Cc1noc(C)c1CSc1nnc2cc(C)c3ccccc3n12`?
RECQ1 inh: inactive; TexasRed fluor: 1%; L3MBTL1 block: 5%; TRb SRC2 PPI: -12%; Tau fibril ThT: -4%; Tau FP inhib: 5%; JMJD2E inh: -10%; GoLoco inh red: 8%

How did CCCc1nc(N2CCCC2)c(C#N)c2c1CCCC2 do in these assays?
RECQ1 inh: -5%; TexasRed fluor: 1%; L3MBTL1 block: -1%; TRb SRC2 PPI: 1%; Tau fibril ThT: inconclusive; Tau FP inhib: 2%; JMJD2E inh: inconclusive; GoLoco inh red: 5%

How did CCOC(=O)C1CCCN(C(=O)c2c(-c3ccccc3Cl)noc2C)C1 (stereo unspecified) do in these assays?
RECQ1 inh: -6%; TexasRed fluor: -2%; L3MBTL1 block: 0%; TRb SRC2 PPI: -2%; Tau fibril ThT: -8%; Tau FP inhib: -7%; JMJD2E inh: -5%; GoLoco inh red: 5%

How did CSc1ccc(NC(=O)Nc2cccn(Cc3ccccc3F)c2=O)cc1 do in these assays?
RECQ1 inh: -7%; TexasRed fluor: 5%; L3MBTL1 block: 1%; TRb SRC2 PPI: 0%; Tau fibril ThT: -1%; Tau FP inhib: -3%[2.34 µM]; JMJD2E inh: 13%; GoLoco inh red: 9%

What do the screens show for `CC(NC(=O)CCCCCCN1C(=O)c2ccccc2C1=O)c1ccc2c(c1)CCCC2` (stereo unspecified)?
RECQ1 inh: 1%; TexasRed fluor: -5%; L3MBTL1 block: 3%; TRb SRC2 PPI: 6%; Tau fibril ThT: -13%; Tau FP inhib: inconclusive; JMJD2E inh: -5%; GoLoco inh red: -10%

How did O=C(Nc1sc2c(c1C(=O)NCc1ccco1)CCCC2)c1cc(=O)c2ccccc2o1 do in these assays?
TexasRed fluor: inconclusive; TRb SRC2 PPI: 4%; Tau fibril ThT: inconclusive; Tau FP inhib: 0%

Molecules above containing fluorine (three):
How did CC(=O)Nc1cc(C(=O)NCc2ccccc2Cl)ccc1Sc1ccc(F)cc1 do in these assays?
TexasRed fluor: 0%; TRb SRC2 PPI: -2%; Tau fibril ThT: 0%; Tau FP inhib: 4%

How did CC(C)OC(=O)Nc1ccc(Oc2c(F)c(F)c(F)c(F)c2F)cc1 do in these assays?
RECQ1 inh: -15%; TexasRed fluor: -1%; L3MBTL1 block: -1%; TRb SRC2 PPI: 0%; Tau fibril ThT: 5%; Tau FP inhib: 1%; JMJD2E inh: -3%; GoLoco inh red: 3%

How did CSc1ccc(NC(=O)Nc2cccn(Cc3ccccc3F)c2=O)cc1 do in these assays?
RECQ1 inh: -7%; TexasRed fluor: 5%; L3MBTL1 block: 1%; TRb SRC2 PPI: 0%; Tau fibril ThT: -1%; Tau FP inhib: -3%[2.34 µM]; JMJD2E inh: 13%; GoLoco inh red: 9%

The main list resumes; the 2 compounds before the break are reprinted first.
What do the screens show for `CC(NC(=O)CCCCCCN1C(=O)c2ccccc2C1=O)c1ccc2c(c1)CCCC2` (stereo unspecified)?
RECQ1 inh: 1%; TexasRed fluor: -5%; L3MBTL1 block: 3%; TRb SRC2 PPI: 6%; Tau fibril ThT: -13%; Tau FP inhib: inconclusive; JMJD2E inh: -5%; GoLoco inh red: -10%

How did O=C(Nc1sc2c(c1C(=O)NCc1ccco1)CCCC2)c1cc(=O)c2ccccc2o1 do in these assays?
TexasRed fluor: inconclusive; TRb SRC2 PPI: 4%; Tau fibril ThT: inconclusive; Tau FP inhib: 0%

How did Cc1ccc(S(=O)(=O)Nc2nccs2)cc1[N+](=O)[O-] do in these assays?
RECQ1 inh: -10%; TexasRed fluor: -3%; L3MBTL1 block: 6%; TRb SRC2 PPI: -4%; Tau fibril ThT: -9%; Tau FP inhib: 3%; JMJD2E inh: 11%; GoLoco inh red: 7%

What do the screens show for `CCc1ccc(NC(=O)CC(NCc2cccnc2)C(=O)O)cc1` (stereo unspecified)?
TexasRed fluor: -3%; TRb SRC2 PPI: 9%; Tau fibril ThT: 1%; Tau FP inhib: 6%

What do the screens show for `COC(=O)CN1C(=S)N(Cc2ccccc2)C(=O)C1CC(=O)Nc1ccc(Br)cc1` (stereo unspecified)?
RECQ1 inh: -7%; TexasRed fluor: -1%; L3MBTL1 block: 6%; TRb SRC2 PPI: 4%; Tau fibril ThT: 13%; Tau FP inhib: inconclusive; JMJD2E inh: 0%; GoLoco inh red: 8%

What do the screens show for `CC1CCN(S(=O)(=O)c2ccc3c(c2)c(=O)c(C(=O)NC2CCCC2)cn3C)CC1`?
RECQ1 inh: -4%; TexasRed fluor: -4%; L3MBTL1 block: 4%; TRb SRC2 PPI: 0%; Tau fibril ThT: -5%; Tau FP inhib: 3%; JMJD2E inh: 4%; GoLoco inh red: 9%

Results for Nc1nc(C23CC4CC(CC(Cl)(C4)C2)C3)cs1 ?
RECQ1 inh: inactive; TexasRed fluor: -6%; L3MBTL1 block: 0%; TRb SRC2 PPI: -5%; Tau fibril ThT: 3%; Tau FP inhib: 11%; JMJD2E inh: 5%; GoLoco inh red: 8%

How did Cn1c(C(=O)NCC2CCCO2)cc2c(=O)n(C)c3ccccc3c21 (stereo unspecified) do in these assays?
RECQ1 inh: -6%; TexasRed fluor: 3%; L3MBTL1 block: 5%; TRb SRC2 PPI: 0%; Tau fibril ThT: -4%; Tau FP inhib: -1%; JMJD2E inh: inconclusive; GoLoco inh red: 11%

What do the screens show for `O=c1oc2ccccc2c(O)c1CN1CCCCC1`?
RECQ1 inh: 1%; TexasRed fluor: -1%; L3MBTL1 block: 0%; TRb SRC2 PPI: 1%; Tau fibril ThT: 1%; Tau FP inhib: 7%; JMJD2E inh: 4%; GoLoco inh red: -2%

Results for Fc1cccc(-c2cc3nc4c(c(NCc5ccco5)n3n2)CCCC4)c1 ?
RECQ1 inh: -19%; TexasRed fluor: 3%; L3MBTL1 block: -9%; TRb SRC2 PPI: 2%; Tau fibril ThT: inconclusive; Tau FP inhib: 14%; JMJD2E inh: inconclusive; GoLoco inh red: 7%

What do the screens show for `CCNC(=S)N(Cc1ccco1)Cc1cc2cc(OCC)ccc2[nH]c1=O`?
RECQ1 inh: 16%; TexasRed fluor: -4%; L3MBTL1 block: -14%; TRb SRC2 PPI: -5%; Tau fibril ThT: -7%; Tau FP inhib: -7%; JMJD2E inh: -118%; GoLoco inh red: 2%

What do the screens show for `Cc1ccc(NC(=O)c2ccc(=O)n(Cc3ccccc3C)c2)c(C)c1`?
TexasRed fluor: -5%; TRb SRC2 PPI: 6%; Tau fibril ThT: 2%; Tau FP inhib: -9%

Results for N/C(=N\OC(=O)c1ccc(OCC(F)(F)F)nc1)c1ccc(Cl)cc1 ?
RECQ1 inh: inactive; TexasRed fluor: 1%; L3MBTL1 block: 12%; TRb SRC2 PPI: -10%; Tau fibril ThT: inconclusive; Tau FP inhib: -7%; JMJD2E inh: 9%; GoLoco inh red: -1%

What do the screens show for `CCOc1ccc(NC(=O)NC(=O)N(C)S(=O)(=O)c2ccc(C)cc2)cc1`?
RECQ1 inh: -4%; TexasRed fluor: 0%; TRb SRC2 PPI: -1%; Tau fibril ThT: -6%; Tau FP inhib: 6%; JMJD2E inh: 5%; GoLoco inh red: 5%

What do the screens show for `COc1ccc(NC(=O)CC2C(=O)N(c3cccc(OC)c3)C(=O)N2CCc2cccs2)cc1` (stereo unspecified)?
TexasRed fluor: 0%; TRb SRC2 PPI: 2%; Tau fibril ThT: -8%; Tau FP inhib: -2%

Assay outcomes from PubChem BioAssay.
